High-throughput results (PubChem BioAssay)
Rin1 Abl inh: inhibitors of Rin1-Abl protein binding, primary screen, biochemical, TR-FRET; Tyrosine-protein kinase ABL1 (Homo sapiens) + Ras and Rab interactor 1 (Homo sapiens), …; inhibition, % at 7.35 µM; 360,000 tested, 0.4% active; AID 588664, 2011; in the data active means inhibition above about 5%, passing the limit was not always enough
CendR NRP1 mod: modulators of CendR peptide binding to NRP-1, primary screen, biochemical, fluorescence polarization, uHTS; Neuropilin-1 (Homo sapiens), O14786; FAM-RPARPAR peptide binding to NRP-1; inhibition, % at 25 µM; 360,000 tested, 0.85% active; AID 602438, 2012;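 active means inhibition or corrected inhibition above about 18%, plus a signal ratio from 0.5 to 1.5, limit read from the data, passing the limit was not always enough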; further: strong numbers were not always called active
E coli Lon inh: inhibitors of E. coli Lon protease, primary screen, biochemical, fluorescence polarization; purified E. coli Lon protease; 360,000 tested, 0.42% active; inhibition, % at 7.94 µM; AID 602123, 2011; in the data active means inhibition above about 13%, passing the limit was not always enough;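 further: 0% = enzyme with probe and DMSO and 100% = no enzyme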
PABP1 MLLE inh: inhibitors of PABP1 MLLE–PAM2 peptide binding, primary screen, biochemical, fluorescence polarization, FITC-PAM2, GST-MLLE | Polyadenylate-binding protein 1 (Homo sapiens), P11940 | inhibition, % at 20 µM | 360,000 tested, 0.36% active; in the data active means inhibition above about 35%, passing the limit was not always enough;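 further: plate controls were DMSO wells with GST-MLLE for no effect and wells lacking GST-MLLE protein for full effect; some results filed as inactive read as strong as hits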
FAS-TE inh: FAS thioesterase domain inhibitors, primary screen, biochemical, fluorescence intensity, uHTS; Fatty acid synthase (Homo sapiens), P49327; recombinant FAS-TE, OMFH fluorogenic substrate, fluorescence endpoint; inhibition, % at 15 µM; 360,000 tested, 0.67% active; AID 602261, 2012;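 active means compounds whose normalised, plate-corrected inhibition of enzyme fluorescence in the single-dose primary screen is 50% or more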;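 further: 0% = DMSO with enzyme and 100% = substrate without enzyme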
Target sequence (P49327 whole entry, looked up, the tested form may be a part): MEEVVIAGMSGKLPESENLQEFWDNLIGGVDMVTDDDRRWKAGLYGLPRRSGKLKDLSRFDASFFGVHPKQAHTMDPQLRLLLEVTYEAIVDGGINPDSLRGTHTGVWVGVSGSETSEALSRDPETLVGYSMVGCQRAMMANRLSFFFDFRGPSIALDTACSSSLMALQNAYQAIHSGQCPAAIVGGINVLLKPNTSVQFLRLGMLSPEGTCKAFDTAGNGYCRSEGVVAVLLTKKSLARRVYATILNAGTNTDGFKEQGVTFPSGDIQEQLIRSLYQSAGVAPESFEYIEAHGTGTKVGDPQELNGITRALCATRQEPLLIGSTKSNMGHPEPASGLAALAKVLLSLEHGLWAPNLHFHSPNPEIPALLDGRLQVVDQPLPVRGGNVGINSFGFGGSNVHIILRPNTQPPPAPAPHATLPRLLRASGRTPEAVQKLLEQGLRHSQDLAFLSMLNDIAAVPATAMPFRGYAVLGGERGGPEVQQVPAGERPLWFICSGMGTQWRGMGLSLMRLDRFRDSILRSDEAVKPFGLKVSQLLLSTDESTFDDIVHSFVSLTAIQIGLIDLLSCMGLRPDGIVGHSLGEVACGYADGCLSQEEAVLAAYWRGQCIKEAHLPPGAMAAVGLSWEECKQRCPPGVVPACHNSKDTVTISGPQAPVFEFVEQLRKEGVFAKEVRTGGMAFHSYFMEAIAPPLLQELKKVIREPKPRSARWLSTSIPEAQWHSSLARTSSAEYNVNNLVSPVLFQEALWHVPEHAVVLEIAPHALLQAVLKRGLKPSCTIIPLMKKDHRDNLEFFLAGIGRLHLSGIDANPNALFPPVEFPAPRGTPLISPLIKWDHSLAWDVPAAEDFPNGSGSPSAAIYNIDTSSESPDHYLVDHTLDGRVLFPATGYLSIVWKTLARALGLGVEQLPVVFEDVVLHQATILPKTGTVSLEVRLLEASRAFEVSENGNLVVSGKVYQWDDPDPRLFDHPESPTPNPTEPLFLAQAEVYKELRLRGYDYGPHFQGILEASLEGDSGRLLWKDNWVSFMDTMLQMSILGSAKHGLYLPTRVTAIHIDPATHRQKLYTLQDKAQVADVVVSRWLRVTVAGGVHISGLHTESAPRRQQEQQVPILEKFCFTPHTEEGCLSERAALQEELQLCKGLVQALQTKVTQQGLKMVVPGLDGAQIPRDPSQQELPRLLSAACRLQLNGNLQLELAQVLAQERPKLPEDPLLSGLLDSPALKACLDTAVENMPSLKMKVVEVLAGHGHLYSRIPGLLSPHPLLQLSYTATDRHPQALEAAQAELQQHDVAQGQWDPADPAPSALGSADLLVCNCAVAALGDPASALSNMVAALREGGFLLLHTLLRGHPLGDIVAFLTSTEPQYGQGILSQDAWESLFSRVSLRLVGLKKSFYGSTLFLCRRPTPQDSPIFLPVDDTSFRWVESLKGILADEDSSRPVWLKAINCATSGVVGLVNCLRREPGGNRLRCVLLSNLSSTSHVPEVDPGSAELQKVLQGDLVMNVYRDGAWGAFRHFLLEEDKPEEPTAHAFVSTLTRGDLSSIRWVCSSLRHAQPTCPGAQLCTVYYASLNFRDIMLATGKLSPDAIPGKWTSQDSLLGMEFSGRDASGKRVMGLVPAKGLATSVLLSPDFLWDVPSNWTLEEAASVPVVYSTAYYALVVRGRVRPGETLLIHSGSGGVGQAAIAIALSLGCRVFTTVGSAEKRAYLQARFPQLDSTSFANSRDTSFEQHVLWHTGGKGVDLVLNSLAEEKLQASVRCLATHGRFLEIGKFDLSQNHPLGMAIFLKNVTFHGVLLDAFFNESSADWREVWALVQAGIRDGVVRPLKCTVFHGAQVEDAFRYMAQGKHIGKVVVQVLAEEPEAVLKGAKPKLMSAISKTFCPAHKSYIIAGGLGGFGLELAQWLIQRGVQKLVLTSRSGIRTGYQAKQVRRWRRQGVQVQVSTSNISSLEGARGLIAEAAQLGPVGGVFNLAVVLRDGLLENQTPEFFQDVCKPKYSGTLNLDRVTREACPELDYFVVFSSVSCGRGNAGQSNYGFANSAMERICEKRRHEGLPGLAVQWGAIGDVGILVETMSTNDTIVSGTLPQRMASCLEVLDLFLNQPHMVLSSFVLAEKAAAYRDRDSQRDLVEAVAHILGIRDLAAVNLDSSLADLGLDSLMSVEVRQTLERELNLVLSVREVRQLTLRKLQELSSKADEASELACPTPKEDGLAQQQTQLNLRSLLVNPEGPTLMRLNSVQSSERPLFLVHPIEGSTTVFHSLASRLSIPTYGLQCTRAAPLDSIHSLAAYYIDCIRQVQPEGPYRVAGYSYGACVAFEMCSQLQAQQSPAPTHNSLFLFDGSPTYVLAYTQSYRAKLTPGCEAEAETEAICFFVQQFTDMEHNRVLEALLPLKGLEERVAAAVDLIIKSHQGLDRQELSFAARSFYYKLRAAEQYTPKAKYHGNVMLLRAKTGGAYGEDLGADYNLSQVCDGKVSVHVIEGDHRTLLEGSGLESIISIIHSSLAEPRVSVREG
bovine MsrA act: bovine MsrA enzyme activators, primary screen, biochemical, absorbance, HTS; Methionine sulfoxide reductase A (Bos taurus); purified bovine MsrA, absorbance read-out; activation, % at 10.6 µM; 360,000 tested, 0.3% active; AID 602163, 2012; in the data active means activation above about 7.5%;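 further: 0% = vehicle and 100% = reference activator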
Neddyl block: inhibitors of cullin neddylation, primary screen, biochemical, TR-FRET, uHTS, NAE and Ubc12; calls only at 25 µM; NEDD8-conjugating enzyme Ubc12 (Homo sapiens) + NEDD8-activating enzyme E1 regulatory …; 360,000 tested, 0.58% active; in the data active means inhibition above about 36%
SKN-1 block: suppressors of acrylamide-induced Pgst-4::GFP reporter in worms, primary screen, SKN-1 inhibitor project, whole organism, uHTS, GFP/RFP fluorescence ratio, strain VP596 | C. elegans VP596 Pgst-4::GFP/RFP ratio, 24 h | inhibition, % at 21.8 µM | 360,000 tested, 0.49% active;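 active means interference check ratio from 0.5 to 1.5 plus GFP to RFP signal ratio inhibition reaching or exceeding a fixed threshold, cut at about 30% in these data, passing the limit was not always enough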; further: some compounds called inactive have numbers as strong as hits
MT1-MMP act inh: blockers of MT1-MMP proenzyme processing, primary screen, HT1080 RFP-PRO-GFP cells, GFP/RFP fluorescence; AID 651647, 2012; GFP/RFP ratio fluorescence, overnight; percent of plate control window, DMSO zero; Matrix metalloproteinase-14 (Homo sapiens), P50281; GFP/RFP ratio change, % at 20 µM; 360,000 tested, 0.061% active;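 active means GFP/RFP ratio change of at least 30% with cell ATP level not reduced by more than half and red fluorescence within 50% of control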; further: strong numbers were not always called active
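system = RFP-PRO-GFP reporter HT1080 cells | dosing = 20 µM single dose, 1% DMSO | timing = overnight cell settling, then overnight compound exposure, 37 °C, 5% CO2 | read-out basis = GFP/RFP fluorescence ratio | controls = DMSO and RFP-L50D-GFP cell wells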
* marks the source's active call; other numbers are inactive results; i = inactive; · = not tested or not shown; + = active, no number.

Values run as follows: Neddyl block	CendR NRP1 mod	FAS-TE inh	MT1-MMP act inh	Rin1 Abl inh	bovine MsrA act	PABP1 MLLE inh	E coli Lon inh	SKN-1 block
O=C(NCCO)C(c1ccccc1)c1ccccc1
 : i	-10	-7	1	-2	-1	5	4	11
COc1ccc(CN2CCNC(=O)C2CC(=O)O)cc1OC (centres undefined)
 : i	-2	0	-2	-5	0	-2	-4	14
COC(=O)/C=C/c1oc2ccccc2c1C
 : i	3	4	-4	2	-8	11	0	11
COc1cc(C(=O)NCCc2ccc3c(c2)OCO3)cc(OC)c1OC
 : i	3	-4	5	1	-1	6	6	22
COc1cccc(-c2nnc(-c3ccccc3NC(=O)c3ccc(C(C)(C)C)cc3)o2)c1
 : i	9	29	1	1	-4	-3	-4	-7
CCCCCCCCCCCCCCCC[N+](C)(C)CCl
 : i	-5	-82	-8	1	3	-5	13	38*
Cc1ccnc(NC(=O)c2cccc(S(=O)(=O)NCc3ccccc3)c2)c1
 : i	0	4	-5	2	0	10	-12	13
CC1=CC(c2ccccc2)n2nc(N)nc2N1 (centres undefined)
 : ·	11	-15	3	1	1	-5	6	1
O=[N+]([O-])c1ccc(N(CC2CO2)S(=O)(=O)c2ccccc2)cc1 (centres undefined)
 : i	16	2	2	1	-8	-2	2	-21
CCCNC(=S)N1CCC(NC(=O)c2cccc(C)c2)CC1
 : i	2	1	5	1	-11	-94	5	-14
COC(=O)c1cccc(Cn2nc(C)c([N+](=O)[O-])c2C)c1
 : i	-3	12	1	2	-3	2	2	-6
COc1ccc(CN(CC(=O)NCc2ccccc2)C(=O)CCC(=O)Nc2nccs2)cc1
 : i	5	-1	-1	0	-1	0	2	0
CC1(C)CC2CC(C)(CN2C(=O)c2cc(-c3ccccc3O)on2)C1 (centres undefined)
 : i	-8	18	-1	0	-1	12	-12	6
Cc1ccccc1-c1n[nH]c(=S)n1C
 : i	-14	-13	4	-1	1	-7	-7	-7
Cc1ccc(N2CC(O)(c3cccs3)[N+]3=C2CCCC3)cc1 (centres undefined)
 : i	3	-4	-5	0	-3	9	2	-6
NC(=O)c1cccc(N=Cc2cc(Cl)cc(Cl)c2O)c1
 : +	-36	-5	0	0	-3	17	-5	-2
O=C(Nc1ccccc1)N1CCN(Cc2ccccc2)CC1
 : i	5	-13	-3	6	-12	7	-2	-26
CCc1ccc(OCC(=O)N(C)C)c(Br)c1
 : i	9	-8	5	1	-8	9	-5	5
COCCn1c(SCC(=O)Nc2ccc(F)cc2)nc2c(c1=O)SCC2
 : i	15	-6	-1	-2	-7	5	-2	-19
COc1ccccc1NS(=O)(=O)c1ccc(N/N=C/c2ccccc2OCC(=O)O)c([N+](=O)[O-])c1
 : i	4	-5	10	-8	-4	7	9	10
CCc1c(C)nc2ncnn2c1Nc1ccc(C#N)c(Cl)c1
 : i	-3	-3	0	-4	-3	-1	2	5
Nc1nnnn1CC(=O)N/N=C/c1ccc(-c2cccc(Cl)c2)o1
 : +	-5	-6	1	0	-4	14	-3	8
COC(=O)c1ccc2c(=O)[nH]c(CSc3nnc(C(F)(F)F)n3C)nc2c1
 : i	7	-14	-3	-1	-7	-3	-75	-12
O=C1CC(NCC2CCCO2)C(=O)N1c1ccc(F)cc1 (centres undefined)
 : i	19	-7	0	-1	-7	1	0	-5
COc1ccc(NC(=O)C2CCCC2)cc1
 : i	19	-7	-1	-1	-2	5	-4	11
O=C(O)COc1ccc2c(c1)O/C(=C\c1cccs1)C2=O
 : i	-18	-5	-16	-1	-10	-6	-2	-7
O=S(=O)(c1ccc(S(=O)(=O)N2CCC(O)CC2)cc1)N1CCCC1
 : i	-9	-3	0	1	-2	8	-8	-3
COc1ccc(-n2nc(C(=O)NCC(=O)NCc3ccc(F)cc3)c3ccccc3c2=O)cc1
 : i	3	3	-2	0	-2	1	-15	-8
Cc1c(S(=O)(=O)Nc2cccc(Cl)c2)c(=O)n(C)c(=O)n1C
 : i	-8	-6	-1	0	2	1	-11	6
CCCCn1c(N)c(N(CCOC)C(=O)CCCc2nc3ccccc3c(=O)[nH]2)c(=O)[nH]c1=O
 : i	16	-5	-3	0	-10	0	1	1
O=[N+]([O-])c1cnccc1Nc1cccc(F)c1
 : i	-10	1	-3	-1	4	2	1	-16
CC(C)(C)c1ccc2c(c1)N(CC(=O)N1CCCC1)C(=O)CO2
 : i	6	-3	2	1	-1	-4	-11	28
COc1ccc(CNC(=O)c2c(C)cc(=O)oc2C)cc1OC
 : i	-7	-2	5	1	-4	-5	-6	-20
COc1ccc(C(=O)c2cc([N+](=O)[O-])ccc2N2CCOCC2)cc1
 : i	-10	23	10	0	-6	-3	3	6
S=C(NCCc1ccccc1)Nc1c(Cl)cccc1Cl
 : i	-6	5	2	2	1	36	4	10
C/C(N)=C(\C#N)C(=O)NCc1ccccn1
 : i	18	-9	7	1	-4	-5	-10	-11
C[C@H](NC(=O)c1ccc(Br)cc1)C(=O)NCc1ccc(S(N)(=O)=O)cc1
 : i	7	-8	-1	3	0	-2	-10	8
COc1ccc(C(=O)NCCCOC(C)C)cc1OC1CCN(C(C)=O)CC1
 : i	8	-2	-2	2	-6	8	-2	0
CCc1ccc(CNC(=O)c2ccc3c(c2)NC(=O)C(N2CCOCC2)S3)cc1 (centres undefined)
 : i	7	-7	-5	4	-10	-11	1	1
NS(=O)(=O)c1cccc(NC(=O)c2cc(=O)c3ccccc3o2)c1
 : i	2	-6	-1	1	-3	-1	-3	14
CN1CCN(S(=O)(=O)c2cccc(C(=O)N(c3ccccn3)C3CCCCC3)c2)CC1
 : i	5	-6	5	0	3	2	-5	8
O=C(COC(=O)c1nc(Cl)ccc1Cl)Nc1ccccc1OC(F)F
 : i	-8	4	-1	-3	-10	-4	6	-11
CCOC(=O)/C(N=Nc1cc(C(=O)O)cc(C(=O)O)c1)=C(\O)CCl
 : i	-4	-8	-3	3	-11	17	-2	-17
CNC(=O)c1cc(C(=O)c2ccc(Cl)cc2)c(Br)[nH]1
 : i	8	0	5	0	0	3	-15	5
Cc1cc(C(=O)CN2C(=O)NC3(CCCc4ccccc43)C2=O)c(C)n1C (centres undefined)
 : i	19	3	-3	-1	1	-1	-1	13
O=C(NCc1ccc(Cl)cc1)C(=O)c1cn(CC(=O)N2CCOCC2)c2ccccc12
 : i	9	2	-2	-3	-2	-7	0	0
Cc1cc(=O)oc(C)c1C(=O)Nc1ccc(N(C)C)cc1
 : i	-1	-7	0	1	-1	-6	-2	-7
CCCCn1c(N)c(N(CC(C)C)C(=O)c2ccc(C)o2)c(=O)[nH]c1=O
 : i	-2	-10	0	2	-5	7	5	-12
Cc1cc(C)n(CCCNC(=O)c2ccc3c(c2)NC(=O)CS3)n1
 : i	4	-7	-1	-3	-10	7	-7	-22
Cc1ccc(OCCn2c(SCCO)nc3c(N)ncnc32)cc1
 : i	9	2	-2	2	0	-9	0	5
Cn1cnnc1SC(C(=O)Nc1ccc(F)cc1)c1ccccc1 (centres undefined)
 : i	10	-2	-3	-2	2	2	3	-8
COc1ccc(-c2cc(=O)c3c(OC)c(OC)c(OC)c(OC)c3o2)cc1OC
 : i	-8	-4	1	-2	-10	5	-7	-13
CCCn1c(N)c(N(CCOC)C(=O)c2c(CC)noc2C)c(=O)[nH]c1=O
 : i	-7	-6	0	1	-1	4	0	18
Cc1ccccc1Nc1nnc(SCC(=O)NCc2ccco2)s1
 : i	-1	-4	3	-1	-1	-10	-10	-5
COc1cc(Br)cc2cc(C(=O)OC3CCN(C)CC3)c(=O)oc12
 : i	-1	-7	-4	-6	5	2	-2	-3
Cc1cccc(NC(=O)COC(=O)C2COc3ccccc3O2)c1C (centres undefined)
 : i	1	-9	8	2	-7	-20	1	12
Cc1nc2ccccc2c(=O)n1N
 : i	1	-5	0	-4	2	6	-1	1
O=[N+]([O-])c1ccc(C[n+]2cc(-c3ccc(Cl)c(Cl)c3)n3c2CCCCC3)cc1
 : i	-6	37	-4	-2	-1	-1	2	5
COc1cc(C(=O)NNC(=O)C2CC2)cc(OC)c1OC
 : i	10	-7	-2	-2	-4	21	-7	19
COc1ccc(Nc2nnc(SCC(=O)Nc3ccc4[nH]c(=O)[nH]c4c3)s2)cc1
 : i	-2	-5	3	2	-2	-49	9	1

Additional entries:
Values run as follows: Neddyl block	CendR NRP1 mod	FAS-TE inh	MT1-MMP act inh	Rin1 Abl inh	bovine MsrA act	PABP1 MLLE inh	E coli Lon inh	SKN-1 block
CCOc1cccc(=O)c2c(C)oc(C)c12
 : i	7	-11	-220	1	-11	44*	6	-9
Cc1cccc(CN2CCSc3sccc3C2=O)c1
 : i	-1	-2	-2	1	-5	-10	-5	-6
Cc1cc(C(=O)Nc2ccc(C)c(S(=O)(=O)N3CCOCC3)c2)c(C)o1
 : i	-1	-3	3	2	-8	0	5	7
CCc1ccc(-n2c(SCc3c(C)noc3C)nnc2-c2ccncc2)cc1
 : i	-1	4	1	-4	0	-67	-1	-12
CCOc1cc(/C=C2/C(=O)ON=C2C)ccc1OCc1ccc(F)cc1
 : i	7	1	-2	6	-8	-51	0	4
CC(=O)N1CCc2cc(S(=O)(=O)CCC(=O)Nc3ccccc3F)ccc21
 : i	-3	-8	-3	2	-4	28	1	5
COc1ccc(C2=C(Nc3ccccc3)c3ccccc3C2=O)cc1
 : i	2	-1	7	-1	-2	0	-3	9
COc1ccc(-n2c(C)nc3cc(C(=O)NCCN4CCOCC4)ccc32)cc1
 : i	1	-3	2	2	-2	1	-9	4
COc1ccc(C(=O)NCC(=O)N2CCN(c3ccccc3)CC2)cc1
 : i	-11	-3	0	1	-3	5	2	3
O=C(COC(=O)/C=C/c1ccccc1)NC(=O)NCc1ccccc1
 : i	12	-2	-2	-1	5	-4	-5	-3
CCCCOP(=O)(c1ccc(N(C)C)cc1)C(O)c1ccc(N(C)C)cc1 (centres undefined)
 : i	-9	-2	2	-5	-1	-5	1	-14
O=C(/C=C/c1ccccc1Cl)NCCc1ccc(F)cc1
 : i	-11	3	1	-1	-5	1	-5	10
O=C(CSc1nc2ccc(Nc3nc(N4CCOCC4)nc(N4CCOCC4)n3)cc2s1)N1CCOCC1
 : i	-7	0	5	-1	-5	-8	-7	-9
O=C1CC(N2CCSCC2)C(=O)N1c1cccc(Cl)c1 (centres undefined)
 : i	-1	-8	-5	2	-9	3	7	-8
CCCC(=O)n1nc(-c2ccc(OC)cc2)nc1N
 : i	-8	-2	7	1	-5	-9	1	10
CCN1CCN(c2nc3ccccc3nc2C(C#N)S(=O)(=O)c2ccc(C)cc2)CC1 (centres undefined)
 : ·	-9	-6	-27	-4	-3	18	-1	-10
Cn1nc(C(=O)NNC(=O)c2ccc(Cl)c(S(N)(=O)=O)c2)c2ccccc2c1=O
 : i	3	-8	-2	-1	-2	-5	-1	6
CCOC(=O)N1CCN(c2c(N3CCc4ccccc43)c(=O)c2=O)CC1
 : i	-2	-1	-2	-3	-3	1	6	1
Cc1sc2nc(SCCN(C)C)n(-c3ccccc3)c(=O)c2c1-c1ccc(F)cc1
 : i	6	12	-6	-2	-6	1	0	17
